Source: PubChem (NCI)
NCI-60 one-dose screen, 48 h, at 10 µM unless noted. Numbers give growth in % (100 = growth as untreated, 0 = no growth, -100 = all killed).
SNB-19: SNB-19 CNS cancer cells | actives 2.5% (n = 81,000)
SF-295: SF-295 CNS cancer cells | actives 5.6% (n = 79,000) | AID 1794758
PC-3: PC-3 prostate cancer cells; actives 3.9% (n = 80,000); AID 1794754
DU-145: DU-145 prostate cancer; actives 4.2% (n = 81,000); AID 1794760
SF-268: SF-268 CNS cancer cells. actives 3.1% (n = 82,000)
OVCAR-8: OVCAR-8 ovarian cancer. actives 4.4% (n = 81,000)
U251: U251 CNS tumor cells | AID 1794753 | actives 5.4% (n = 80,000)
OVCAR-3: OVCAR-3 ovarian cancer; actives 7% (n = 79,000)
SF-539: SF-539 CNS cancer | actives 6.8% (n = 81,000)
* = called active by the depositor; & = joins results of further samples. The calls were made as follows: active = growth percent below 10; inactive = the rest.

Screening O=C(/C=C/C(=O)OCC(Cl)(Cl)Cl)OCC(Cl)(Cl)Cl returned SNB-19 108.3, SF-295 106.8, PC-3 103.5, DU-145 112.5, SF-268 108.3, OVCAR-8 98.9, U251 104.5, OVCAR-3 116.0 and SF-539 112.2.
`COc1ccc(C2=CC(c3ccc(OC)c(OC)c3)c3c(c4ccccc4oc3=O)O2)cc1OC` (configuration not stated) gave SNB-19 17.9, SF-295 -54.4*, PC-3 -18.3*, DU-145 9.2*, SF-268 38.7, OVCAR-8 36.2, U251 24.2, OVCAR-3 -16.3* and SF-539 -17.8*.
For C#CC(C)(O)C(C)C (configuration not stated) the results were SNB-19 110.1, PC-3 99.5, DU-145 108.4, SF-268 106.7, OVCAR-8 99.5, OVCAR-3 108.2 and SF-539 96.3.
Screening CC(C)(O)C(Cl)(Cl)Cl returned SNB-19 104.0, SF-295 91.1, PC-3 90.3, DU-145 115.2, SF-268 109.0, OVCAR-8 100.9, U251 95.4, OVCAR-3 119.2 and SF-539 101.0.
`O=S(=O)(F)c1cccc(Cl)c1C[P+](c1ccccc1)(c1ccccc1)c1ccccc1` gave SNB-19 100.3, SF-295 92.3, PC-3 85.4, DU-145 108.9, SF-268 105.5, OVCAR-8 84.3, OVCAR-3 96.5 and SF-539 102.6.
For COC(=O)C[C@](O)(CCC(C)C)C(=O)O[C@H]1C(OC)=C[C@@]23CCCN2CCc2cc4c(cc2[C@@H]13)OCO4 the results were SNB-19 -28.3*, SF-295 -23.6*, PC-3 -23.5*, DU-145 -24.1*, SF-268 -21.7*, OVCAR-8 -38.8*, U251 -25.2*, OVCAR-3 -36.9* and SF-539 -51.4*.
CCOP(=S)(Oc1ccc([N+](=O)[O-])cc1)c1ccccc1 (configuration not stated) was read as SNB-19 114.9, SF-295 97.5, PC-3 93.5, DU-145 112.7, SF-268 103.6, OVCAR-8 99.6, U251 98.8, OVCAR-3 101.5 and SF-539 95.0.
Screening COC(=O)CCc1c[nH]c2ccc(N(CCCl)CCCl)cc12 returned SNB-19 54.0, SF-295 32.9, PC-3 65.3, DU-145 33.3, SF-268 40.6, OVCAR-8 56.1, U251 40.1, OVCAR-3 80.3 and SF-539 23.2.
Screening CC(C)(C)c1ccc(O)c(C[N+](C)(C)C)c1 returned SNB-19 96.1, SF-295 105.6, PC-3 91.6, SF-268 79.6, OVCAR-8 102.8, U251 103.2, OVCAR-3 94.7 and SF-539 90.3.
For CC12CCC3C(CCC4CC(O)CCC43C)C1CCC2=O (configuration not stated) the results were SNB-19 111.8, SF-295 94.8, PC-3 99.6, DU-145 102.8, SF-268 116.3, OVCAR-8 99.9, U251 95.9, OVCAR-3 100.1 and SF-539 99.1.
For CNc1ccccc1C(=O)O the results were SNB-19 109.1, SF-295 101.5, PC-3 101.1, DU-145 104.4, SF-268 95.3, OVCAR-8 102.2, U251 99.6, OVCAR-3 105.9 and SF-539 101.7.
`COc1ccc(/C=C\c2cc(OC)c(OC)c(OC)c2)cc1NS(=O)(=O)c1ccc(Cl)cc1` gave SNB-19 87.2, SF-295 69.3, PC-3 42.7, DU-145 94.0, SF-268 79.4, OVCAR-8 78.5, U251 77.8, OVCAR-3 76.6 and SF-539 82.6.

A portion of the results above:
Screening COC(=O)CCc1c[nH]c2ccc(N(CCCl)CCCl)cc12 returned SNB-19 54.0, SF-295 32.9, PC-3 65.3, DU-145 33.3, SF-268 40.6, OVCAR-8 56.1, U251 40.1, OVCAR-3 80.3 and SF-539 23.2.
Screening CC(C)(C)c1ccc(O)c(C[N+](C)(C)C)c1 returned SNB-19 96.1, SF-295 105.6, PC-3 91.6, SF-268 79.6, OVCAR-8 102.8, U251 103.2, OVCAR-3 94.7 and SF-539 90.3.
For CC12CCC3C(CCC4CC(O)CCC43C)C1CCC2=O (configuration not stated) the results were SNB-19 111.8, SF-295 94.8, PC-3 99.6, DU-145 102.8, SF-268 116.3, OVCAR-8 99.9, U251 95.9, OVCAR-3 100.1 and SF-539 99.1.
For CNc1ccccc1C(=O)O the results were SNB-19 109.1, SF-295 101.5, PC-3 101.1, DU-145 104.4, SF-268 95.3, OVCAR-8 102.2, U251 99.6, OVCAR-3 105.9 and SF-539 101.7.
`COc1ccc(/C=C\c2cc(OC)c(OC)c(OC)c2)cc1NS(=O)(=O)c1ccc(Cl)cc1` gave SNB-19 87.2, SF-295 69.3, PC-3 42.7, DU-145 94.0, SF-268 79.4, OVCAR-8 78.5, U251 77.8, OVCAR-3 76.6 and SF-539 82.6.

More results follow.
For COc1cc[c]([Hg][Cl])cc1 the results were SNB-19 28.6, SF-295 93.3, PC-3 77.6, SF-268 56.8, OVCAR-8 69.8, U251 -26.0*, OVCAR-3 -71.5* and SF-539 85.2.
`CCN(CC)CCSC(=O)C(O)(c1ccccc1)c1ccccc1` gave SNB-19 101.1, SF-295 104.0, PC-3 89.8, DU-145 107.9, SF-268 98.9, OVCAR-8 95.1, U251 103.4 and OVCAR-3 109.5.
`O=C(OC1CCCCC1)c1ccccc1C(=O)OC1CCCCC1` gave SNB-19 96.1&99.9, SF-295 93.3&89.4, PC-3 61.5&123.4, DU-145 113.3&122.5, SF-268 125.1&108.0, OVCAR-8 95.1&96.2, U251 92.6&97.7, OVCAR-3 120.2&101.0 and SF-539 106.4&104.7.
Screening NP(=O)(Oc1ccccc1)c1ccccc1 (configuration not stated) returned SNB-19 98.1, SF-295 94.3, PC-3 88.6, DU-145 115.7, SF-268 114.9, OVCAR-8 102.9, U251 100.8, OVCAR-3 119.8 and SF-539 128.2.
N#CC(C#N)=Cc1ccc(F)cc1 was read as SNB-19 115.6, SF-295 113.3, PC-3 100.2, DU-145 109.6, SF-268 103.0, OVCAR-8 107.6, U251 104.0, OVCAR-3 111.1 and SF-539 108.3.
Screening COc1ccc2c(c1)C1(C)CCN(C)CC(C1)C2O (configuration not stated) returned SNB-19 103.2, PC-3 88.6, DU-145 103.8, SF-268 100.2, OVCAR-8 101.3, U251 99.3, OVCAR-3 109.4 and SF-539 97.2.
O=P(O)(O)CO was read as SNB-19 101.7, SF-295 157.2, PC-3 99.4, DU-145 103.0, SF-268 104.4, OVCAR-8 101.4, U251 100.7, OVCAR-3 107.1 and SF-539 101.6.
`COc1cccc(/C=C/[N+](=O)[O-])c1` gave SNB-19 71.8, SF-295 84.3, PC-3 63.6, DU-145 -2.8*, SF-268 78.2, OVCAR-8 79.6, U251 54.4, OVCAR-3 75.2 and SF-539 50.8.
`Cc1cc(N(CCCl)CCCl)ccc1C=Nc1cccnc1` gave SNB-19 81.2, SF-295 36.7, PC-3 63.1, SF-268 80.4, OVCAR-8 78.2, U251 76.1, OVCAR-3 87.5 and SF-539 53.5.
`CN1C(=O)[C@]23SSC1(C)C(=O)N2[C@H]1Nc2ccccc2C1([C@@]12c4ccccc4N[C@@H]1N1C(=O)C4(C)SS[C@]1(C(=O)N4C)[C@H]2O)[C@@H]3O` (some centres not stated) gave SNB-19 -99.4*, SF-295 -80.2*, PC-3 -79.9*, DU-145 -94.1*, SF-268 -86.5*, OVCAR-8 -76.1*, U251 -97.5* and SF-539 -91.3*.
`CCC(C)(c1ccc(O)cc1)c1ccc(O)cc1` gave SNB-19 103.4, SF-295 105.1, PC-3 90.4, DU-145 106.2, SF-268 96.4, OVCAR-8 101.4, U251 93.4, OVCAR-3 110.0 and SF-539 95.4.
CN(C)c1ccc(C(Cc2ccccc2)NCCO)cc1 (configuration not stated) was read as SNB-19 96.7, SF-295 99.9, PC-3 71.0, DU-145 97.9, SF-268 89.3, OVCAR-8 100.0, U251 87.1, OVCAR-3 93.6 and SF-539 81.9.
For O=S1(=O)c2ccccc2-c2ccccc21 the results were SNB-19 95.2, SF-295 100.4, PC-3 100.5, DU-145 105.6, SF-268 101.6, OVCAR-8 106.7, U251 99.8, OVCAR-3 105.1 and SF-539 90.7.
For O=C1Nc2ccccc2Oc2ccccc21 the results were SNB-19 100.2, SF-295 115.9, PC-3 87.7, DU-145 116.3, SF-268 98.0, OVCAR-8 99.8, U251 99.1, OVCAR-3 110.3 and SF-539 100.8.
`Cn1nnnc1N` gave SF-295 106.3, PC-3 100.0, DU-145 110.4, SF-268 107.9, OVCAR-8 112.3, U251 111.8, OVCAR-3 111.0 and SF-539 105.4.
`Nc1cc2nonc2c2nonc12` gave SNB-19 104.0, SF-295 102.7, PC-3 107.8, DU-145 112.0, SF-268 107.2, OVCAR-8 103.7, U251 101.6, OVCAR-3 113.5 and SF-539 100.1.
CC(=O)Nc1ccc(S(=O)(=O)F)cc1Cl was read as SNB-19 106.7, SF-295 97.4, PC-3 101.8, DU-145 114.0, SF-268 100.8, OVCAR-8 96.2, U251 100.2, OVCAR-3 118.4 and SF-539 103.1.
Screening COc1cc2c(cc1OC)[C@@]13CCN4CC5=CCOC6CC(=O)N2C1[C@H]6[C@H]5C[C@H]43 (some centres not stated) returned SNB-19 100.4, SF-295 82.9, PC-3 93.5, DU-145 112.6, SF-268 104.0, OVCAR-8 95.9, U251 91.4, OVCAR-3 105.7 and SF-539 109.9.
`CN1C2CCC1CC(OC(=O)c1ccc(O)cc1)C2` (configuration not stated) gave SNB-19 109.1, SF-295 107.4, DU-145 111.6, SF-268 96.3, OVCAR-8 106.3, U251 106.1, OVCAR-3 114.8 and SF-539 111.1.
O=C(O)c1c(Cl)c(Cl)c(Cl)c(Cl)c1-c1c2cc(Br)c(=O)c(Br)c-2oc2c(Br)c(O)c(Br)cc12 was read as SNB-19 110.5, SF-295 99.8, PC-3 99.3, DU-145 104.3, SF-268 96.5, OVCAR-8 99.9, U251 100.1, OVCAR-3 101.7 and SF-539 99.5.
Cc1ccc(-c2nc3ccc(Cl)cc3c(=O)n2-c2ccccn2)cc1 was read as SNB-19 106.2, SF-295 78.6, PC-3 77.7, DU-145 89.4, SF-268 87.5, OVCAR-8 97.6, U251 98.6, OVCAR-3 88.1 and SF-539 98.0.
`C#CCN(C)C(C)Cc1ccccc1` (configuration not stated) gave SNB-19 98.8, SF-295 116.2, PC-3 98.1, SF-268 89.5, OVCAR-8 97.9, U251 69.7, OVCAR-3 103.0 and SF-539 96.6.
For Sc1ccc(Cl)cc1 the results were SNB-19 101.8, SF-295 101.6, PC-3 98.9, SF-268 99.1, OVCAR-8 99.8, U251 102.1, OVCAR-3 106.8 and SF-539 95.4.
`CC1=C(C)CC2(CC1)C(=O)NC(=O)NC2=O` gave SNB-19 103.9&97.2, SF-295 101.1&99.7, PC-3 102.2&93.4, DU-145 93.0&107.9, SF-268 88.1&101.7, OVCAR-8 85.8&103.2, U251 100.1&98.6, OVCAR-3 103.6&104.2 and SF-539 101.1&107.5.

Structures listed so far that contain four or more nitrogen atoms, in the order listed:
`CN1C(=O)[C@]23SSC1(C)C(=O)N2[C@H]1Nc2ccccc2C1([C@@]12c4ccccc4N[C@@H]1N1C(=O)C4(C)SS[C@]1(C(=O)N4C)[C@H]2O)[C@@H]3O` (some centres not stated) gave SNB-19 -99.4*, SF-295 -80.2*, PC-3 -79.9*, DU-145 -94.1*, SF-268 -86.5*, OVCAR-8 -76.1*, U251 -97.5* and SF-539 -91.3*.
`Cn1nnnc1N` gave SF-295 106.3, PC-3 100.0, DU-145 110.4, SF-268 107.9, OVCAR-8 112.3, U251 111.8, OVCAR-3 111.0 and SF-539 105.4.
`Nc1cc2nonc2c2nonc12` gave SNB-19 104.0, SF-295 102.7, PC-3 107.8, DU-145 112.0, SF-268 107.2, OVCAR-8 103.7, U251 101.6, OVCAR-3 113.5 and SF-539 100.1.

The listing continues.
Screening COc1cc2c(cc1OC)[C@@]13CCN4CC5=CCO[C@H]6CC(=O)N2[C@H]1[C@H]6[C@H]5C[C@H]43 returned SNB-19 93.6, SF-295 86.5, PC-3 107.2, DU-145 109.6, SF-268 92.8, OVCAR-8 102.9, U251 100.6, OVCAR-3 115.9 and SF-539 92.5.
CN1CCCCC1C(C)(O)c1ccccc1 (configuration not stated) was read as SNB-19 107.4, SF-295 96.2, PC-3 82.1, DU-145 111.1, SF-268 101.2, U251 101.3, OVCAR-3 111.1 and SF-539 93.6.
Screening CCOC(=O)c1c(C)n(Cc2ccccc2)c2cc(CN(C)C)c(O)cc12 returned SNB-19 72.2, SF-295 43.6, PC-3 57.4, DU-145 79.9, SF-268 82.9, OVCAR-8 80.7, U251 67.8, OVCAR-3 79.4 and SF-539 57.8.
`O=C1C(O)=C(c2ccccc2)C(=O)C(O)=C1c1ccccc1` gave SF-295 93.3, PC-3 81.2, DU-145 123.5, SF-268 127.8, OVCAR-8 106.5, U251 115.0, OVCAR-3 122.6 and SF-539 92.7.
CC(=O)C(C)(C)C was read as SNB-19 106.3, PC-3 100.6, DU-145 119.7, SF-268 111.1, OVCAR-8 101.2, U251 97.7, OVCAR-3 115.1 and SF-539 82.9.

These rows are one share of the data (hit frequency here may not be typical).
